p53 reactivation = qHTS assay for re-activators of p53 using a Luc reporter; H1299 p53-A138V BP100-luciferase reporter, luminescence, 24 h; Potency, µM (titrated, usually from 92.2 µM), without a hit: at the highest dose activity change, positive = activation, usual class: activators; hit rate 0.063% among 320,000; AID 504706, 2011; further: % of control where 0% means no effect; nearly all actives have a fitted effect of over 45% in size
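H1299 (p53-null), stable ts p53-A138V + BP100-Luc; 1000 cells/well, Opti-MEM/10% FBS; cpd 4 pt, 1:5; 24 h, 37 deg C, 5% CO2; detection reagent 10 min RT; luminescence.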
VP16 counter = VP16 counterscreen qHTS for inhibitors of ROR gamma transcriptional activity. Drosophila S2 Gal4-VP16 UAS-luciferase, luminescence, 20 h. Potency, µM (doses to about 53.6 µM), for the others: top-dose activity, negative = inhibition, usual class: inhibitors. hit rate 3.5% among 310,000. AID 2546, 2010;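 further: Gal4-VP16 expression switched on by copper sulfate through the metallothionein promoter; on the % scale 0 is the no-effect control and ±100 the full control effect; nearly all actives have a fitted effect of over 50% in size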
MLL CXXC-DNA inh = qHTS Fluorescence Polarization Assay for Inhibitors of MLL CXXC domain - DNA interaction; MLL-CXXC / FITC-HOXA9 DNA fluorescence polarization; Histone-lysine N-methyltransferase 2A (Homo sapiens), Q03164; Potency, µM (top dose mostly 115 µM), inactives show top-dose activity change, negative = inhibition, usual class: inhibitors; hit rate 0.037% among 290,000; active means well fitted inhibition curve with a large enough effect in the polarisation, with a control signal flat, not every such curve was filed as active; inconclusive means small, poorly fitted or top-dose-only effect, or effect the other way, or a change in a side signal; inactive means no such curve, though single readings can be large or run the other way; the % refers to the polarisation
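Steps: dispense CXXC domain solution (7 uM) → pin compounds or unlabeled HOX-A9 DNA control → 5 min ambient → add FLSN-HOX-A9 solution (50 nM) → spin → 30 min ambient → fluorescence polarization. Tris pH 7.5/NaCl/DTT/BSA buffer.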
NPC1 prom act = qHTS Assay for NPC1 Promoter Activators | Huh7 NPC1 promoter luciferase reporter, 24 h | Potency, µM (doses to about 9.22 µM), for inactives: top-dose activation, most hits filed as activators | hit rate 2.4% among 320,000;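 further: % of control where 0% means no effect; nearly all actives have a fitted effect of over 60% in size; reporter is driven by a mutant NPC1 promoter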
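Huh7 reporter cells (NPC1 promoter driving luciferase) are dosed with compound for 24 h at 37 °C, 5% CO2; luciferase detection reagent is then added and luminescence measured after 10 min at ambient temperature.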
FLuc counter = qHTS profiling assay for firefly luciferase inhibitor/activator using purifed enzyme and Km concentrations of substrates (counterscreen for miR-21 project) | Luciferin 4-monooxygenase (Photinus pyralis), P08659 | purified FLuc, Km substrates, luminescence inhibition | Potency, µM (top dose mostly 57.5 µM), without a hit: top-dose activity change, negative = inhibition, actives largely listed as inhibitors | hit rate 6.9% among 360,000;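 further: plate controls were vehicle for no effect and reference inhibitor for full effect; nearly all actives have a fitted effect of over 55% in size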
Target sequence (P08659 whole entry, looked up): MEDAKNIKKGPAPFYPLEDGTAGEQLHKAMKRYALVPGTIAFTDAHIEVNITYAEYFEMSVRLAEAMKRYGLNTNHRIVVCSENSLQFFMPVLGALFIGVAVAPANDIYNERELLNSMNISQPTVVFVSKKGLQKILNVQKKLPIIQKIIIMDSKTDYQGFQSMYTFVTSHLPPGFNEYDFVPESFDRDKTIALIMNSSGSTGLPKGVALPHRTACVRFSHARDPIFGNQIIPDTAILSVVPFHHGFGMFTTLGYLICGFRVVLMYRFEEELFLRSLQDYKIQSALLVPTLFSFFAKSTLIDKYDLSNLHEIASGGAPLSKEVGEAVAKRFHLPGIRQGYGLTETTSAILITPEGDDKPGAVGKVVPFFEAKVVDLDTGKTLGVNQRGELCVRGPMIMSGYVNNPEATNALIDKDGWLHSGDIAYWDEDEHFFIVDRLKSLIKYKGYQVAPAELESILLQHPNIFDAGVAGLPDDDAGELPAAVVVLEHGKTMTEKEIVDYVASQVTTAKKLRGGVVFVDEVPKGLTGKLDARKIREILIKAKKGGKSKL
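Purified P. pyralis luciferase, 10 nM final, with Km-level 10 uM D-luciferin and 10 uM ATP in 50 mM Tris acetate pH 7.5, 10 mM Mg acetate, 0.01% Tween-20, 0.05% BSA; 6-point qHTS titration about 60 µM downward; luminescence read.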
BRCA1 expr act = qHTS Assay to Identify Small Molecule Activators of BRCA1 Expression; MCF7-BRCA1-FFLuc reporter, luminescence, 48 h; response scale: scaled: vehicle 0%, 10 µM genistein 100%; Potency, µM (series often up to 46.1 µM), inactives show at the top dose activation, usual class: activators; hit rate 1.1% among 380,000; AID 624202, 2012; further: nearly all actives have a fitted effect of over 80% in size; some results filed as inactive show a strong effect at the top dose
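Activators of BRCA1 expression were detected as increased firefly luciferase luminescence in engineered MCF7 cells after 48 h compound incubation. Signals were scaled to genistein 10 microM as full activation.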
RORgamma inh = qHTS for inhibitors of ROR gamma transcriptional activity | AID 2551, 2010 | Nuclear receptor ROR-gamma (Mus musculus), P51450 | Potency, µM (top dose mostly 53.6 µM), inactives show top-dose activity change, negative = inhibition, usual class: inhibitors | Drosophila S2 Gal4-RORgamma UAS-luciferase reporter, 20 h | hit rate 5.4% among 310,000; further: on the % scale 0 is the no-effect control and ±100 the full control effect; nearly all actives have a fitted effect of over 60% in size
Target sequence (P51450 whole entry, looked up, the tested form may be a part): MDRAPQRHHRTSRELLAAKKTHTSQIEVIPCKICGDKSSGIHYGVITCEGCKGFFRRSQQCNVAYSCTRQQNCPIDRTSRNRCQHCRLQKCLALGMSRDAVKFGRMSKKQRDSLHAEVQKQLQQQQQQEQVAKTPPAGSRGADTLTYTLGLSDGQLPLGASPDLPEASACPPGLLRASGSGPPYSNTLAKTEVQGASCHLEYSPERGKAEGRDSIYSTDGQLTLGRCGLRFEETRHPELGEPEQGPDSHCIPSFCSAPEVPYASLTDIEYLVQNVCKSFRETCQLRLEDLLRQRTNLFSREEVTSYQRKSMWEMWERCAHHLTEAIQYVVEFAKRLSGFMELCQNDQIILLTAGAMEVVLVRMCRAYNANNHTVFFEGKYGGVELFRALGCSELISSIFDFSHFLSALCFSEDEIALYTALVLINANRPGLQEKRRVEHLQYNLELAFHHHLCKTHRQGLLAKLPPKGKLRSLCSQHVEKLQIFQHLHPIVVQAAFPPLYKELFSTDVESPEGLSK
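Using a luciferase readout, inhibitors were identified by reduced reporter activity in Drosophila cells coexpressing a copper-inducible Gal4–ROR gamma fusion and UAS-driven Photinus luciferase, incubated 20 hr after 700 uM copper sulfate.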
Rab9 prom act = qHTS Assay for Rab9 Promoter Activators | Huh7 Rab9 promoter-luciferase reporter, luminescence, 24 h | Potency, µM (highest dose often 9.22 µM), for inactives: at the top dose activation, negative = inhibition, hits mostly activators | hit rate 2.8% among 320,000 | AID 485297, 2010; further: % of control where 0% means no effect; nearly all actives have a fitted effect of over 60% in size
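Cell-based reporter: Huh7 stable for Rab9 promoter-driven luciferase, plated in reduced-serum medium with 10% FBS at 1500 cells/well, compound-treated 24 h at 37 °C, luminescence read after 10 min reagent.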
ELG1 genotoxic = qHTS screen for small molecules that induce genotoxicity in human embryonic kidney (HEK293T) cells expressing luciferase-tagged ELG1 | HEK293T ELG1-luciferase reporter, luminescence, 16 h | Potency, µM (highest dose often 46 µM), without a hit: at the highest dose activity change, positive = activation, actives largely listed as activators | hit rate 1.3% among 330,000 | AID 504466, 2011; further: % of control where 0% means no effect; nearly all actives have a fitted effect of over 60% in size
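Genotoxicity was scored as increased ELG1-luciferase reporter signal, measured by ONE-Glo luminescence (30 min, room temperature). Compound or vehicle exposure of the HEK293T reporter cells lasted 16 hr at 37°C.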
uPA surface inh = qHTS for Inhibitors of Cell Surface uPA Generation. cell surface uPA generation assay, qHTS. Potency, µM (highest dose often 38.3 µM), without a hit: top-dose activity change, negative = inhibition, most hits filed as inhibitors. hit rate 0.31% among 330,000. AID 540303, 2011; active means well fitted inhibition curve with a large enough effect; inconclusive means small, poorly fitted or top-dose-only effect; inactive means no such curve, though single readings can be large or run the other way; tested in mouse RAW 264.7 cells; further: on the % scale 0 is the no-effect control and ±100 the full control effect; nearly all actives have a fitted effect of over 55% in size
MBNL1 CUG block = qHTS Assay for Inhibitors of MBNL1-poly(CUG) RNA binding. hit rate 0.036% among 280,000. TR-FRET MBNL1-His/biotin-(CUG)12 binding, 665/545 ratio. Potency, µM (titrated, usually from 57.5 µM), without a hit: at the top dose activity change, negative = inhibition, most hits filed as inhibitors; active means well fitted inhibition curve with a large enough effect in the signal ratio, with a control signal flat, not every such curve was filed as active; inconclusive means small, poorly fitted or top-dose-only effect, or effect the other way, or a change in a side signal; inactive means no such curve, though single readings can be large or run the other way; the % refers to the signal ratio; further: on the % scale 0 is the no-effect control and ±100 the full control effect
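Compound titration spanned 92 nM–58 uM against the MBNL1-His/biotin-(CUG)12 complex. After 60 min at room temperature with 5 nM streptavidin-XL665 and 0.055 ng/ul terbium anti-His, ratiometric 665/545 nm emission (Ex 340 nm) normalized to controls.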
The depositor's hits bear a star; u = inconclusive; x = no result given; & = joins results of further samples; [ ] = remark or other dose. Unless noted, the call rests on the fitted dose curve; in most records, active means well fitted curve in the direction sought with a large enough effect; inconclusive means small, poorly fitted or top-dose-only effect, or another doubt; inactive means no such curve, though single readings can be large; an effect the other way counts as inactive or inconclusive. Potency means the concentration at half of the fitted maximal effect.

SMILES | p53 reactivation | VP16 counter | MLL CXXC-DNA inh | NPC1 prom act | FLuc counter | BRCA1 expr act | RORgamma inh | Rab9 prom act | ELG1 genotoxic | uPA surface inh | MBNL1 CUG block
Clc1ccc(NCc2nncn2-c2ccccc2)cc1 | -4% | 7% | 0% | 0% | -1% | -9% | 6% | 2% | 6% | 2% | 0%
O=[N+]([O-])c1cccc(-c2nc(-c3ccccc3)no2)c1 | 8% | -4% | 8% | 6.3µM* | 1.3µM* | 0% | 18% | 4µM* | u | 2% | -3%
CCCCN(CC)C(=O)CSc1nc2ccccc2c(=O)n1CC1COc2ccccc2O1 (stereo not drawn) | -11% | -1% | -3% | -4% | 2% | 4%[1.84 µM] | 9% | 2% | -10% | 2% | 4%
C=CCN1C(=O)C(C)(C)N(C(C)=O)c2ccccc21 | -14% | 2% | 0% | -8% | 1% | -3% | -4% | -2% | 3% | -11% | -8%[11.5 µM]
O=C1c2ccccc2C(Nc2ccccc2)N1Cc1ccc2c(c1)OCO2 (stereo not drawn) | -3% | 0% | -5% | 0% | -3% | -21% | 39% | 1% | -5% | -4% | -3%
Cc1ccc(/C=C2\CC(C)CC3=C2NC(=S)NC3c2ccc(C)cc2)cc1 (stereo not drawn) | -2% | u | -4% | -1% | 3% | -35% | 3.2µM* | 1% | -1% | 2% | 5%
COc1ccccc1CNC(=O)C1CSC2(C)CCC(=O)N12 (stereo not drawn) | -3% | x | x | 1% | 2% | -10% | x | 1% | 0% | u | x
O=c1c2ccccc2c(-c2cccc(C(F)(F)F)c2)nn1-c1ccccc1 | -5% | -6% | -7% | 1% | 0% | -45% | u | -1% | -5% | 12% | -1%
C=C1C(=O)O[C@@H]2[C@H]1CC[C@H](C)[C@]1(O)CCC(=O)[C@@]21C | u | u | -3% | -15% | u | -52% | -43% | -23% | 1% | u | -7%
CS(=O)(=O)N1CCN(c2ccc(Cl)cc2[N+](=O)[O-])CC1 | -2% | 0% | -3% | 1% | 5% | -9% | 24% | 2% | 1% | -1% | x
COc1ccc(NC(=O)N2CCN(c3ccc([N+](=O)[O-])cc3)CC2)cc1 | -3% | -1% | -18% | -4% | 1% | 1% | -14% | 6% | -1% | 0% | -2%
Cc1nc2ccccc2n1Cc1ccc(Cl)cc1 | 11% | 10µM* | -2%&-3% | -30% | -10% | -18% | u | -42%[inhibitor] | 9% | u | 3%
CCCC1=C(C(=O)OCC)C(c2ccco2)n2ncnc2N1 (stereo not drawn) | -5% | -3% | -18% | -5% | -2% | -15% | -40% | 1% | -3% | 7% | 3%
CC(C)(C)c1ccc(C(=O)NC(=S)NNC(=O)COc2ccccc2)cc1 | u | 2.8µM* | 5% | 22% | u | 88% | 2.5µM* | u | u | -25% | -1%
CCN(CC)S(=O)(=O)c1cccc(C(=O)N/N=C/c2cc(OC)c(O)c(OC)c2)c1 | 9% | -3% | -4% | -2% | -19% | -15% | 5% | -2% | 0% | 0% | 25%
CC(C)N1C(=O)C2ON(c3ccccc3)C(c3cccs3)C2C1=O (stereo not drawn) | 0% | 0% | -2% | -2% | 3%[2.3 µM] | -12% | -1% | 10% | -3% | 2% | 1%
COc1ccccc1CN1CCCC(CN(CCN(C)C)C(=O)c2ccc(C)cc2)C1 (stereo not drawn) | x | -2% | 5% | -6% | -1% | -3% | 14% | -2% | 0% | 3% | 3%
COc1ccc(CCNC(=O)c2cc(C)oc2C)cc1 | 4% | -9% | 6% | -8% | -14% | 24% | 11% | 1% | 6% | 0% | -9%
Cc1cccc(N(CC(=O)NCc2ccco2)C(=O)CCC(=O)Nc2nccs2)c1C | -7% | 9% | 4% | -1% | 1% | -16% | 9% | -3% | -5% | -2% | -1%
CNCC/C=C1/c2ccccc2CSc2ccccc21 | -12% | 6% | 9% | -4% | -2% | -33% | -1% | -4% | 0% | 0% | u
CCOC(=O)c1sc(=NC(=O)CCSc2ccccc2)n(C)c1C | 18% | 6% | -1% | u | u | 10µM* | 22% | u | u | 0% | 4%
O=C(NNC(=O)c1ccccc1F)c1ccco1 | 15% | 8% | -1% | 17% | -14% | 42% | -4% | 18% | -6% | 3% | -5%
Cn1c(=O)c(=O)n(C)c2cc(S(=O)(=O)N3CCCC3C(=O)Nc3ccccc3F)ccc21 (stereo not drawn) | 10% | 1% | x | -2% | -1%&-2% | 12% | -14% | -1% | 0% | -2% | 14%
Cc1ccc2nc3sc(-c4nnc(-c5ccccc5[N+](=O)[O-])o4)c(N)c3cc2c1 | 13% | 12%[0.365 µM] | 19% | -2% | -16% | x | -38% | -2% | 13% | x | -1%
O=C(NC1=NCCS1)c1ccc(C(F)(F)F)cc1 | 25% | -6% | 11% | 2.8µM* | 11µM* | 4µM* | u | 15%[1.84 µM] | u | -7% | -1%
O=C(NCCN1CCNC1=O)C1CCC(=O)N(CCc2ccc(Cl)cc2)C1 (stereo not drawn) | x | -11% | -3% | -2% | -2% | 3% | 21% | 1% | 5% | 3% | 8%
Cc1ccccc1OCC(=O)NC(=S)Nc1ccc2c3c(cccc13)CC2 | -4% | 9% | 12% | -1% | 1% | -35% | 2% | -2% | 0% | -1% | 2%
COc1ccc(N(CC(=O)N/N=C(\C)c2cccs2)S(=O)(=O)c2ccccc2)cc1Cl | 19% | 2% | -4% | -6% | 3% | x | 4% | -1% | -4% | x | 0%
CC(=O)N(c1ccc(Cl)cc1)c1nc(C)cc(C)c1C#N | -1% | -3% | 0% | -2% | 0% | -58% | 19% | 1% | 2% | 0% | 19%
Cc1ccc(Nc2nc(N3CCOCC3)nc(N3CCOCC3)n2)cc1Cl | -4% | -5% | 7% | -6% | -2% | 4% | 3% | 1% | 0%[9.26 µM] | 10% | -11%
O=C(O)c1ccc(N(Cc2ccccc2)S(=O)(=O)c2ccccc2)cc1 | -5%&-2% | 9%&14% | -1%&-12% | -6%&-2% | -1%&1% | -4%&0% | -9%&-14% | -3%&0% | -1%&-1% | 1%&5% | -5%&0%
CCN1CCN(CCCNC(=O)C2CCCN(c3nnc(-n4cccc4)s3)C2)CC1 (stereo not drawn) | -21% | -11% | 0% | 3% | -1% | 4% | -8% | -4% | 0% | -1% | 4%
CCCOc1ccc(C(=O)NCC(c2cccs2)N(C)C)cc1OC (stereo not drawn) | 7% | -1% | -2% | 0% | 2% | -34% | 9% | 0% | -1% | -10% | -6%
O=C(c1ccc(S(=O)(=O)N2CCCC2)cc1)N1CCCCC1 | -2% | x | x | 1% | 4% | -18% | x | 2% | 0% | -16% | x
CN(C)CCN1C(=O)C(=O)/C(=C(/O)c2ccc(S(=O)(=O)N3CCOCC3)cc2)C1c1ccc(Br)cc1 (stereo not drawn) | -1% | -8% | 0% | -4% | 2% | 2% | -15% | 1% | -3% | 9% | u
CCOC(=O)C(C)(C)N(Cc1cccc(C)c1)S(=O)(=O)c1ccc(Cl)c([N+](=O)[O-])c1 | -29% | u | -4% | -1% | 0% | -100%[inhibitor] | -19% | -8% | 1% | -6% | 4%
O=C(/C=C\Nc1ccc(S(=O)(=O)Nc2ncccn2)cc1)c1ccccc1 | 6% | 28% | 2% | -2% | -16% | 82% | 23% | -2% | 6% | -1% | u
O=C(Nc1cccc(S(=O)(=O)N2CCCCC2)c1)c1ccc2ncsc2c1 | -2% | -30% | -2% | 24% | u | -10% | 14% | u | -4% | -1% | -9%
Nc1c(C(=O)NCc2ccco2)nnn1Cc1ccccc1 | x | 18% | -11% | x | -13% | 13% | 16% | x | x | x | -6%
O=C(CN1C(=O)c2ccccc2C1=O)Nc1nccs1 | 2% | -6% | -7% | -1% | -1% | -6% | -2% | -1% | -2% | 13% | -7%
C/C(=N/NC(=O)CNC(=O)c1cccnc1)c1ccc(Cl)c(Cl)c1 | -6% | -3% | 10% | -1% | -1% | -1% | 7% | -6% | 1% | -13% | 10%

A portion of the library, so the mix of outcomes need not match the whole.
